# procasp3 activ – activators of human procaspase-3 D3A mutant, primary screen, biochemical, absorbance, PC-3 D3A mutant, single concentration; Caspase-3 (Homo sapiens), P42574; recombinant procaspase-3 D3A, Ac-DEVD-pNA absorbance 405 nm; activation, % at 8.5 µM; 0.11% of 330,000 active; AID 463141, 2010;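 active = activation above the mean of all tested compounds plus 3 SD, cut at about 21% in these data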;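 also: 0% = DMSO alone and 100% = DMSO wells spiked with extra 5 µM PC-3 D3A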
#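 Assay system: Procaspase-3 D3A mutant, all three cleavage aspartates alanine. Buffer or medium: Zinc-free HEPES saline buffer with Triton X-100. Times: 1 h compound preincubation, 2 h substrate hydrolysis at 25 °C. Measured by: 405 nm absorbance of p-nitroaniline, reads at 0 and 120 min. Read-out basis: percent activation relative to control range. Replicates: singlicate.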
# JMJD2C inh – inhibitors of GASC-1 histone demethylase, primary screen, biochemical, fluorescence, DELFIA europium; Lysine-specific demethylase 4C (Homo sapiens), Q9H3R0; GST-JMJD2C(1-420) H3K9me3 demethylation; inhibition, % at 2.35 µM; 0.069% of 330,000 active; AID 2099, 2009;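 active = more than half of a compound's replicate wells show inhibition beyond 50%, single wells judged on their own value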;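 also: signal counts dimethyl H3K9 product captured on neutravidin plate; 0% = median of DMSO wells and 100% = 0.3 times that DMSO median; strong numbers were not always called active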
# GRK2 inh – compounds blocking aptamer binding on GRK2 – biochemical, human GRK2, bead flow cytometry, HTS, primary screen. Beta-adrenergic receptor kinase 1 (Homo sapiens), P25098. FAM-aptamer displacement from GRK2. inhibition of aptamer binding, % at 10 µM. 0.59% of 330,000 active;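 active = inhibition of aptamer binding above 40%, roughly 3 SD of noise, on plates passing a quality check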;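 also: median bead fluorescence of bound FAM aptamer so fluorescent compounds give negative values; no value below 0 was filed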
# Target sequence (P25098 whole entry, looked up): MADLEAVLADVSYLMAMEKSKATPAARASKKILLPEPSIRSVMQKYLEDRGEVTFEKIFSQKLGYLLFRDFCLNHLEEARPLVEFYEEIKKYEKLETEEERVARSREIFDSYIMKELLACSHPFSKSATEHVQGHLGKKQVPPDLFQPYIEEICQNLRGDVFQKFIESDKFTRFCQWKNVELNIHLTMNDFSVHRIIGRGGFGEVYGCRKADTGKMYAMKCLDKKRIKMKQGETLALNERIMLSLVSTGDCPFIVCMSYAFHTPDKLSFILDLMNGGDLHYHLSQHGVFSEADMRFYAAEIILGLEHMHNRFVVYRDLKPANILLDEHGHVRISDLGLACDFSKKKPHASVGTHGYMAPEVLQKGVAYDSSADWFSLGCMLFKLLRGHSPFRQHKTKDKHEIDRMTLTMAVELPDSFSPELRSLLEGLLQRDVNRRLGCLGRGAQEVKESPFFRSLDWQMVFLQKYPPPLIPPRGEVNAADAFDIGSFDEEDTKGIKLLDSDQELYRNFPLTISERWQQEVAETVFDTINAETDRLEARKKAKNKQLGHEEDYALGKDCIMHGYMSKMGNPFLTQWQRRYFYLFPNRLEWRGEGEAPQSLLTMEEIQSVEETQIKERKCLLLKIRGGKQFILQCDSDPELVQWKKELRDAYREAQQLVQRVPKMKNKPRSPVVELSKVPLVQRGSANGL
# PP5 primary – PP5 phosphatase inhibitors, primary screen, biochemical, fluorescence; Serine/threonine-protein phosphatase 5 (Homo sapiens), P53041; purified PP5c, OMFP substrate fluorescence; inhibition, % at 6.7 µM; 0.18% of 320,000 active; AID 1987, 2009;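 active = inhibition above the campaign's mean inhibition across all tested compounds plus 3 SD, cut at about 9.5% in these data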;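 also: 0% = DMSO only and 100% = 100 µM cantharidin control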
# procasp7 counter – procaspase-7 activators, primary screen, counter-screen for procaspase-3 activator project, biochemical, absorbance, HTS, human; recombinant procaspase-7, Ac-DEVD-pNA absorbance 405 nm; D23A/D198A/D206A triple mutant, cannot self-cleave; scale: DMSO 0, 5 µM enzyme 100; activation, % at 8.5 µM; 0.093% of 330,000 active; AID 463210, 2010;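 active = percent activation above the screen-wide mean plus 3 SD, cut at about 25% in these data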
#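 signal = Epi-absorbance of released pNA at 405 nm, two timepoints | assay system = Uncleavable procaspase-7 mutant enzyme | reagent = Ac-DEVD-pNA substrate, 400 µM as added | times = 1 h enzyme–compound preincubation and 2 h substrate reaction, both 25 °C | benchmarks = low DMSO alone, high DMSO plus 5 µM PC-7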
# PP1 inh – PP1-alpha phosphatase inhibitors, primary screen, counter-screen for PP5 inhibitor project, biochemical, fluorescence, OMFP substrate, single point | Serine/threonine-protein phosphatase PP1-alpha catalytic subunit (Homo sapiens), P62136 | 0.9% of 320,000 active | purified PP1alpha | inhibition, % at 6.7 µM;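 active = inhibition above the mean inhibition of all tested compounds plus 3 SD, computed separately for each screening campaign, cut at about 15% in these data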
# Target sequence (P62136 whole entry, looked up): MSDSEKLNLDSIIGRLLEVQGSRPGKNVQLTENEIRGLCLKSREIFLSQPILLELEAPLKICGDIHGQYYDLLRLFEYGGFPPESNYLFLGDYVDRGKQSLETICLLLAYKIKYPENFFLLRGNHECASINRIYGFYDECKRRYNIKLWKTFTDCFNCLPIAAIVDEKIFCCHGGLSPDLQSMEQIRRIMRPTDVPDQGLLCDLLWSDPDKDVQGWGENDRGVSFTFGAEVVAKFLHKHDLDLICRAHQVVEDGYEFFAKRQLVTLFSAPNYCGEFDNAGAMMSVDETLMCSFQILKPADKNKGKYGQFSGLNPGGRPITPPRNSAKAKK
# core dimer inh – inhibitors of HCV core protein dimerization, primary screen, biochemical, TR-FRET, high-throughput; TR-FRET GST/Flag-core106 dimerization, 1536-well; inhibition, % at 5 µM; AID 1899, 2009; 0.33% of 300,000 active;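 active = inhibition above the mean of all tested compounds plus 3 SD, set per screening campaign, cut at about 45% in these data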
#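 Assay system – GST-tagged and Flag-tagged HCV core protein residues 1-106 · Quantity – core106 proteins, GST 13.5 nM and Flag 17 nM · Benchmarks – unlabelled core106 and no-GST-core106 wells · Read-out basis – percent inhibition of core106 dimerization signal · Detection – time-resolved FRET, ex 340 nm, em 617 and 671 nm · Schedule – 4 h at 22.5 °C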
# VLA-4 inh – inhibition in human VLA-4 binding assay, primary screen, VLA-4 allosteric modulator project, MLPCN library, flow cytometry, VLA-4 expressing cells; ligand binding flow cytometry; inhibition, % (about 7 µM as worked out from the volumes in the protocol); 0.2% of 330,000 active; in the data active = inhibition above about 50%
# Fh CTSL1 inh – Fasciola hepatica cathepsin L1 inhibitors, primary screen, counter-screen for PFM18AAP inhibitor project, biochemical, QFRET, fluorogenic peptide substrate. 0.49% of 300,000 active. AID 1906, 2009. inhibition, % at 5.96 µM. recombinant F. hepatica cathepsin L1, Z-Leu-Arg-MCA fluorescence;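 active = inhibition above the mean of all tested compounds plus 3 SD, set per screening campaign, cut at about 17% in these data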;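 also: 0% = plate median of test compound wells and 100% = 1 µM Z-Phe-Ala-diazomethylketone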
# The depositor's hits bear a star; / = not tested or not shown.
Structure,procasp3 activ,JMJD2C inh,GRK2 inh,PP5 primary,procasp7 counter,PP1 inh,core dimer inh,VLA-4 inh,Fh CTSL1 inh
CC(C(=O)Nc1ccon1)N1C(=O)c2ccccc2S1(=O)=O (centres undefined),-4,-10,95*,-0.2,2,0,-1,-3,0
CCc1nnc(NC(=O)c2cccc(S(=O)(=O)N3CC(c4ccccc4)CC3=O)c2)s1 (centres undefined),0,5,0,2.2,3,-2,1,31,-1
COc1ccc(-c2nc(C)ncc2-c2ccc(Cl)cc2)c(O)c1,-5,2,0,3.3,-1,2,-17,68*,3
COc1ccc(NC2CC(=O)N(C)C2=O)cc1 (centres undefined),7,1,1,1.5,5,-2,-7,4,-5
Cc1nc(NC(=O)CSc2nnc(-c3ccc4c(c3)OCO4)o2)c(Cl)cc1Cl,-2,-1,20,1.6,-4,0,-1,-6,-3
Cc1cccc(NC(=O)c2ccc(S(=O)(=O)N3CCN(C)CC3)cc2)c1C,3,-4,0,-0.1,3,0,4,22,-4
CCN=C1NN=C(c2cc(C)n(Cc3ccco3)c2C)CS1,-6,-7,0,-0.1,-9,11,48*,36,1
CC(Oc1ccccc1)C(=O)N1CCN=C1SCc1ccc(F)cc1 (centres undefined),4,2,0,0.6,3,-6,4,2,1
CCn1cc(Br)c(C(=O)NN)n1,-7,15,0,1.1,-3,-1,9,-6,-1
COc1cccc(NC(=O)CSc2ncnc3c2cnn3Cc2ccccc2)c1,4,-4,0,1.8,0,-3,1,-8,0
Cc1c(Cl)cccc1NC(=O)Nc1ccccc1C(N)=O,8,12,0,-1.2,0,-3,4,-5,-2
Cn1[nH]c(C(F)(F)F)c(C=NCc2ccc(Cl)cc2)c1=O,4,7,5,1.8,9,4,-3,22,3
COC(=O)c1sc2nc(C)cc(C)c2c1N,-2,8,0,0.6,0,0,-2,5,-1
COc1ccc(N(CC(=O)N2CCC(C(N)=O)CC2)S(=O)(=O)c2ccccc2)cc1,9,-23,4,-0.7,0,-2,2,3,1
O=C1c2ccccc2NC(c2ccco2)N1O (centres undefined),6,-9,0,0.0,-5,2,-1,10,-2
CCn1nc(C(=O)Nc2ccc3nc(C)sc3c2)c2ccccc2c1=O,-3,13,0,3.7,8,-2,-4,26,1
COc1ccccc1CCNC(=O)C(=O)NCC1OCCN1S(=O)(=O)c1ccc(C)cc1 (centres undefined),10,-2,5,0.0,6,1,7,3,-1
O=C(Nc1nccs1)c1sc2cc(Cl)ccc2c1Cl,2,-3,0,0.3,2,3,0,-3,5
Cc1ccc2sc(C)[n+](CCO)c2c1,-22,-2,100*,-0.6,-16,-1,0,14,-3
CCOc1ccccc1OCCOCCOc1c(Cl)cccc1Cl,-8,9,3,0.4,5,1,6,8,1
CC(C)N(C(=O)[C@H]1CC(CC(=O)NC(C)(C)C)C(=O)N2CCc3c([nH]c4ccccc34)[C@]12C)C(C)C (some centres undefined),1,9,11,/,3,/,/,16,/
O=C(CNC(=O)c1cccs1)NCC(=O)OCc1ccc(F)cc1,3,2,4,4.0,0,-5,-10,-5,-11
O=C(Nc1ccc(-c2nnc(-c3ccccc3)o2)cc1)c1ccc(Br)o1,5,-5,92*,0.7,6,1,-1,-2,-1
O=C1c2ccccc2C(O)(Cc2ccccc2)N1Cc1ccco1 (centres undefined),1,11,3,2.4,0,-2,7,5,3
Cn1ncc(Cl)c1C(=O)Nc1ccc(Cl)cn1,1,-1,3,3.1,-5,4,-11,22,-2
C=CCN(c1ccc(F)cc1)S(=O)(=O)c1cc(C(=O)NC2CCC(O)CC2)ccc1Cl (centres undefined),3,0,0,-1.7,11,0,/,-4,/
Cc1cccc(NC(=O)CSc2nc3nc4c(cc3c(=O)n2-c2ccccc2)CCCC4)c1,-10,-2,3,1.4,1,10,-5,0,1
COc1ccc(CNC(=O)C/C(C)=N/NC(=O)C(c2ccccc2)c2ccccc2)cc1,2,10,4,4.9,-3,6,-1,10,-1
CC(=O)c1ccc(NC(=O)CN2C(=O)CCC2=O)cc1,4,11,2,-2.6,-31,-7,1,9,-3
S=C(Nc1ccc2c(c1)OCO2)N1CCN(Cc2ccco2)CC1,-7,-2,0,-1.5,-32,0,-1,-14,-2

# More entries follow.
# Results follow in this order: procasp3 activ, JMJD2C inh, GRK2 inh, PP5 primary, procasp7 counter, PP1 inh, core dimer inh, VLA-4 inh, Fh CTSL1 inh
> Cc1ccccc1NC(=O)CSc1nnc(C2CC2)n1CC1CCCO1 (centres undefined)
  9, -5, 0, -2.3, 5, -4, 1, -7, 6
> CC(=O)Nc1nnc(SCC(=O)NC2CCCC2)s1
  -3, -8, 0, 1.2, 1, -4, 3, 4, 8
> O=C(Cc1c[nH]c2ccccc12)NCc1ccco1
  11, 7, 0, -1.1, 1, -2, -4, 7, -3
> Cc1ccc(-c2cc(C(=O)NCc3cccs3)no2)cc1
  -5, -1, 1, 9.9*, -13, -4, 3, 20, -1
> COc1ccc(-c2cc(C(=O)NCCc3ccc(S(N)(=O)=O)cc3)c3ccccc3n2)cc1
  3, -43, 2, 3.3, 5, 1, 6, -19, 7
> CC(=O)N1c2ccc(S(=O)(=O)N(C)CC(=O)NC3CCCC3)cc2CC1C (centres undefined)
  -6, -1, 1, 2.6, 0, -2, -5, -3, -4
> O=C(c1ccncc1)N1N=C2CCCCCC2C1(O)C(F)(F)F (centres undefined)
  4, 5, 4, -0.9, 1, -4, -9, 1, 4
> COc1ccc(NC(=O)C2CCC(=O)N2C(=O)OCc2ccccc2)cc1 (centres undefined)
  6, 2, 2, 1.8, 4, 1, -2, -2, 1
> COc1ccc(/C=N\NC(=O)C2CCCC2)cc1Br
  -2, -2, 2, -2.1, 1, -1, -8, -6, 4
> COc1ccc(N=Cc2c(O)[nH]c3ccccc23)cc1
  -2, 11, 2, 2.5, -16, -6, -38, -5, 3
> COCc1ccc(C(=O)N2CCN(CC(=O)N3CCCC3)CC2)cc1
  -8, -5, 1, -2.4, -5, -3, /, 7, /
> Cc1ccc(S(=O)(=O)/N=C(\CN2CCOCC2)N2CCCC2)cc1
  6, 9, 0, 2.0, -4, 5, 10, -48, -3
> C/C(=N\NC(=O)c1nn(C)cc1Br)c1cccc(NC(=O)c2ccncc2)c1
  -8, -1, 0, -3.0, 4, -3, 8, 2, 1
> CC(C)C(=O)N1CCN(c2ccc(NC(=O)COc3ccccc3[N+](=O)[O-])cc2)CC1
  -2, -1, 0, 1.7, 7, -5, 5, -5, -1
> CC1=NN(C(=O)COc2cc(C)ccc2C(C)C)C(O)(c2ccccc2)C1 (centres undefined)
  -15, -8, 2, 1.9, 2, -3, 4, 9, 4
> CCCn1c(N2CCN(C)CC2)nc2c1c(=O)[nH]c(=O)n2C
  10, 3, 0, 1.2, 13, -1, -3, 8, -7
> CCOc1ccccc1OCCCC(=O)NC1CCCc2ccccc21 (centres undefined)
  5, 3, 0, 4.6, 4, 3, -5, 6, 1
> COc1cccc2cc(C(=O)c3ccccc3)oc12
  4, -1, 0, 0.1, 10, -2, 2, 19, -2
> O=C(CCc1nc2ccccc2s1)c1ccccc1
  4, -13, 0, -0.4, 6, 0, -6, 2, 3
> COc1cc(CNCCO)cc(Br)c1OCc1ccccc1
  -9, 21, 0, 0.4, -2, -3, -2, 10, 7
> Cc1ccc(-c2noc(-c3ccccc3Br)n2)cc1
  -7, /, 0, -4.6, -11, -3, -9, -9, 2
> CCC(C)C(NC(=O)C1CCC(C)CC1)C(=O)NC(C(=O)OC)C(C)C (centres undefined)
  3, 13, 2, -0.1, 8, -1, -4, 5, -1
> CC(C)CN(C)Cc1c(C(=O)N2CCc3ccccc3C2)nc2ccc(Cl)cn12
  2, -7, 2, 3.8, -1, 1, 6, 7, 1
> c1cc2c(cc1NC1CCCCCC1)OCO2
  -2, -39, 0, 0.2, -16, -1, 5, -34, -5
> Cn1cnnc1SCC(=O)N1CCN(C(=O)c2ccco2)CC1
  11, 16, 0, -2.1, -2, 0, -4, 20, -4

# A section taken from the entries so far, as a working copy:
# Results follow in this order: procasp3 activ, JMJD2C inh, GRK2 inh, PP5 primary, procasp7 counter, PP1 inh, core dimer inh, VLA-4 inh, Fh CTSL1 inh
> COCc1ccc(C(=O)N2CCN(CC(=O)N3CCCC3)CC2)cc1
  -8, -5, 1, -2.4, -5, -3, /, 7, /
> Cc1ccc(S(=O)(=O)/N=C(\CN2CCOCC2)N2CCCC2)cc1
  6, 9, 0, 2.0, -4, 5, 10, -48, -3
> C/C(=N\NC(=O)c1nn(C)cc1Br)c1cccc(NC(=O)c2ccncc2)c1
  -8, -1, 0, -3.0, 4, -3, 8, 2, 1
> CC(C)C(=O)N1CCN(c2ccc(NC(=O)COc3ccccc3[N+](=O)[O-])cc2)CC1
  -2, -1, 0, 1.7, 7, -5, 5, -5, -1
> CC1=NN(C(=O)COc2cc(C)ccc2C(C)C)C(O)(c2ccccc2)C1 (centres undefined)
  -15, -8, 2, 1.9, 2, -3, 4, 9, 4
> CCCn1c(N2CCN(C)CC2)nc2c1c(=O)[nH]c(=O)n2C
  10, 3, 0, 1.2, 13, -1, -3, 8, -7
> CCOc1ccccc1OCCCC(=O)NC1CCCc2ccccc21 (centres undefined)
  5, 3, 0, 4.6, 4, 3, -5, 6, 1
> COc1cccc2cc(C(=O)c3ccccc3)oc12
  4, -1, 0, 0.1, 10, -2, 2, 19, -2
> O=C(CCc1nc2ccccc2s1)c1ccccc1
  4, -13, 0, -0.4, 6, 0, -6, 2, 3

# Screening data deposited in PubChem by several laboratories.
